MEP2 TOR yeast – modulators of MEP2-GFP levels in yeast, primary screen, S. cerevisiae, multiplex flow cytometry, MLPCN library | S. cerevisiae MEP2-GFP strain, 3 h; 100% = DMSO control level | GFP response vs DMSO, % at 10 µM | actives 0.51% (n = 330,000) | AID 2016, 2009;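 active = GFP response versus DMSO above a set limit, roughly screen mean plus 3 SD, cut at about 180% in these data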;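 also: median GFP fluorescence of the barcode-gated MEP2-GFP cells per well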
proCasp3 act – activators of human procaspase-3 D3A mutant, primary screen, biochemical, absorbance, PC-3 D3A mutant, single concentration. Caspase-3 (Homo sapiens), P42574. recombinant procaspase-3 D3A, Ac-DEVD-pNA absorbance 405 nm. activation, % at 8.5 µM. actives 0.11% (n = 330,000). AID 463141, 2010;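 active = activation above the mean of all tested compounds plus 3 SD, cut at about 21% in these data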;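 also: 0% = DMSO alone and 100% = DMSO wells spiked with extra 5 µM PC-3 D3A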
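Assay system: Procaspase-3 D3A mutant, all three cleavage aspartates alanine. Buffer or medium: Zinc-free HEPES saline buffer with Triton X-100. Times: 1 h compound preincubation, 2 h substrate hydrolysis at 25 °C. Measured by: 405 nm absorbance of p-nitroaniline, reads at 0 and 120 min. Read-out basis: percent activation relative to control range. Replicates: singlicate.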
ZTA DNA inh – blocks Epstein-Barr virus ZTA, an EBNA-1 counter-screen; ZTA-DNA binding, fluorescence polarization; inhibition, % at 11 µM; actives 0.15% (n = 320,000); in the data active = inhibition above about 33%
procasp7 counter – procaspase-7 activators, primary screen, counter-screen for procaspase-3 activator project, biochemical, absorbance, HTS, human; Caspase-7 (Homo sapiens), P55210; recombinant procaspase-7, Ac-DEVD-pNA absorbance 405 nm; D23A/D198A/D206A triple mutant, cannot self-cleave; scale: DMSO 0, 5 µM enzyme 100; actives 0.093% (n = 330,000); activation, % at 8.5 µM;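 active = percent activation above the screen-wide mean plus 3 SD, cut at about 25% in these data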
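Replicates: singlicate. Assay system: Procaspase-7 triple mutant (PC-7 D3A). Signal: 405 nm absorbance of p-nitroaniline. Times: 1 h preincubation, 2 h reaction. Buffer or medium: Zinc-free HEPES pH 7.4 with 300 mM NaCl, 0.01% Triton X-100. Also added: DEVD-pNA substrate. Benchmarks: DMSO wells as 0%, DMSO with 5 µM added PC-7 as 100%.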
RPL19A-GFP yeast – RPL19A-GFP expression modulators in yeast, primary screen, cell-based, S. cerevisiae, multiplex flow cytometry, MLPCN. S. cerevisiae RPL19A-GFP strain, 3 h; active compounds read low. percent response vs DMSO, % at 10 µM. actives 0.3% (n = 330,000). AID 2025, 2009;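 active = percent response vs DMSO below 50%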;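 also: median channel GFP fluorescence of the barcoded RPL19A-GFP strain; ratio of sample median GFP to plate DMSO average so 100% = DMSO; lower means less RPL19A-GFP as with rapamycin TOR inhibition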
EBNA-1 inh – EBNA-1 DNA-binding inhibitors, primary screen, biochemical, fluorescence polarization. actives 0.34% (n = 300,000). inhibition, % at 14.8 µM; in the data active = inhibition above about 28%
AHR activator – AHR activators, primary screen, cell-based, luminescence, luciferase reporter, human; activation, % at 5 µM; AHR-responsive luciferase reporter cells; Aryl hydrocarbon receptor (Homo sapiens), P35869; AID 2796, 2010; actives 2.5% (n = 320,000); in the data active = activation above about 47%;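 also: 0% = vehicle wells and 100% = reference agonist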
LAP4-GFP MLPCN – modulators of LAP4-GFP expression in yeast, primary screen, S. cerevisiae, multiplex flow cytometry, MLPCN library | 3 h; median GFP as percent of DMSO wells | actives 0.34% (n = 320,000) | GFP response vs DMSO, % at 10 µM;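 active = GFP response vs DMSO above a set limit, about the screen mean plus 3 SD, cut at about 150% in these data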
An asterisk follows results filed as active; . = no result given.

Key to letters – A = MEP2 TOR yeast; B = proCasp3 act; C = ZTA DNA inh; D = procasp7 counter; E = RPL19A-GFP yeast; F = EBNA-1 inh; G = AHR activator; H = LAP4-GFP MLPCN
compound: Cc1nc(S(=O)(=O)N(C)Cc2ccccc2)c(C#N)c(C)c1Cl
  A: 109	B: 5	C: 1	D: -2	E: 102	F: -15	G: -5	H: 104
compound: COc1ccccc1NC(=O)CNC(c1ccccc1)c1ccccc1
  A: 104	B: -5	C: -16	D: -2	E: 104	F: -7	G: 0	H: 87
compound: CC(=O)c1sc(Nc2nc(C)cc(C)n2)nc1C
  A: 84	B: 1	C: 3	D: -5	E: 100	F: 11	G: 18	H: 99
compound: Nc1cc(=O)[nH]c(SCC(=O)NCCC2=CCCCC2)n1
  A: 109	B: -2	C: .	D: 4	E: 107	F: .	G: 1	H: 93
compound: Cc1cc(C)c(NC(=O)CC(C)(C)C)c(Cl)c1
  A: 99	B: 3	C: 2	D: 18	E: 104	F: -5	G: -3	H: 101
compound: CN(CC(=O)NCCc1ccc(S(N)(=O)=O)cc1)S(=O)(=O)c1cccc2nsnc12
  A: 105	B: 2	C: -10	D: 1	E: 105	F: -26	G: 2	H: 102
compound: O=C(NC12CC3CC(CC(C3)C1)C2)c1ccc(-c2ccccc2Cl)o1
  A: 112	B: 6	C: 4	D: 6	E: 112	F: 0	G: -3	H: 109
compound: Cc1nc2ccccc2c(=O)n1CCc1ccc(O)cc1
  A: 112	B: 7	C: -7	D: 2	E: 108	F: 12	G: -3	H: 99
compound: CCCc1cc2c(cc1NC(=O)c1ccco1)OCO2
  A: 97	B: 6	C: 7	D: 4	E: 93	F: -6	G: 1	H: 113
compound: NC(=O)c1c(N)sc(=S)n1-c1ccccc1
  A: 99	B: 3	C: 12	D: 8	E: 100	F: 11	G: 1	H: 103
compound: CC1SCC(=O)N(CC(=O)Nc2ccc3c(c2)OCCO3)C1=O (stereo unspecified)
  A: 101	B: 4	C: -9	D: -1	E: 102	F: -9	G: 2	H: 103
compound: O=[N+]([O-])c1nn(-c2ccc3c(c2)OCCO3)n(O)c1=NCc1ccccc1Cl
  A: 100	B: 4	C: 3	D: -3	E: 92	F: -1	G: 0	H: 123
compound: NC(=O)COC(=O)c1ccccc1OCc1ccccc1Cl
  A: 104	B: 2	C: 12	D: 4	E: 99	F: 7	G: 0	H: 95
compound: Cc1ccc(C(=O)NCC(=O)OCCCOC(=O)CNC(=O)c2ccc(C)c(C)c2)cc1C
  A: 104	B: -4	C: 6	D: 0	E: 104	F: .	G: 1	H: 105
compound: CN(C)C(=S)SCCn1c(N)nc(N(C)C)nc1=O
  A: 111	B: -1	C: -8	D: 3	E: 100	F: -16	G: 1	H: .

Brought forward from above: five entries, followed by the next part.
Key to letters – A = MEP2 TOR yeast; B = proCasp3 act; C = ZTA DNA inh; D = procasp7 counter; E = RPL19A-GFP yeast; F = EBNA-1 inh; G = AHR activator; H = LAP4-GFP MLPCN
compound: CC1SCC(=O)N(CC(=O)Nc2ccc3c(c2)OCCO3)C1=O (stereo unspecified)
  A: 101	B: 4	C: -9	D: -1	E: 102	F: -9	G: 2	H: 103
compound: O=[N+]([O-])c1nn(-c2ccc3c(c2)OCCO3)n(O)c1=NCc1ccccc1Cl
  A: 100	B: 4	C: 3	D: -3	E: 92	F: -1	G: 0	H: 123
compound: NC(=O)COC(=O)c1ccccc1OCc1ccccc1Cl
  A: 104	B: 2	C: 12	D: 4	E: 99	F: 7	G: 0	H: 95
compound: Cc1ccc(C(=O)NCC(=O)OCCCOC(=O)CNC(=O)c2ccc(C)c(C)c2)cc1C
  A: 104	B: -4	C: 6	D: 0	E: 104	F: .	G: 1	H: 105
compound: CN(C)C(=S)SCCn1c(N)nc(N(C)C)nc1=O
  A: 111	B: -1	C: -8	D: 3	E: 100	F: -16	G: 1	H: .
compound: COc1ccc(NC(=O)c2cccc(S(=O)(=O)NCc3ccccc3)c2)cc1S(N)(=O)=O
  A: 96	B: -8	C: 17	D: 11	E: 97	F: .	G: 3	H: 100
compound: CCOC(=O)c1cnc(SC)nc1Oc1cccc(NS(=O)(=O)c2ccccc2)c1
  A: 105	B: 1	C: -8	D: -4	E: 97	F: -14	G: -2	H: 101
compound: COc1cccc(NC(=O)COc2ccc(S(=O)(=O)NC(C)C)cc2)c1
  A: 106	B: -6	C: 3	D: -13	E: 105	F: 1	G: 6	H: 104
compound: COc1ccccc1CNC(=O)CN1C(=O)N(C)C2(CCCCC2)C1=O
  A: 88	B: 2	C: 7	D: 9	E: 86	F: .	G: -1	H: 81
compound: CCOC(=O)c1nn(-c2cccc(C)c2)cc1C(=O)c1ccccc1
  A: 99	B: 18	C: 5	D: 15	E: 98	F: 5	G: -1	H: 106
compound: Cc1ccc(CNC(=O)[C@@H](NC(=O)Cc2ccccc2)C(C)C)cc1
  A: 106	B: -4	C: 2	D: 9	E: 108	F: 4	G: 0	H: 100
compound: CCCCCC(=O)Nc1nc(C)c(-c2csc(Nc3ccc(Cl)cc3)n2)s1
  A: 92	B: -2	C: 2	D: 1	E: 98	F: 5	G: 65*	H: 99
compound: CSc1nnc(C)c(=O)n1COC(=O)c1cc(Cl)ccc1[N+](=O)[O-]
  A: 106	B: -3	C: 16	D: 2	E: 99	F: 1	G: 2	H: 107
compound: CCOC(=O)c1c(-c2ccc(OC)cc2)csc1/N=C/N(C)C
  A: 87	B: 8	C: -17	D: 11	E: 104	F: -8	G: 10	H: 83
compound: CCSc1ncc(Cl)c(C(=O)Nc2ccc(S(N)(=O)=O)cc2)n1
  A: 97	B: -7	C: -3	D: 8	E: 99	F: 3	G: 1	H: 94
compound: CC(C)c1ccc(C(=O)Nc2ccc(N3CCOCC3)cc2)cc1
  A: 102	B: -1	C: -1	D: 7	E: 105	F: -8	G: -2	H: 111
compound: CC12CC(c3ccccc3O1)N(C(=O)c1ccco1)C(=O)N2c1ccccc1 (stereo unspecified)
  A: 108	B: 1	C: 12	D: 7	E: 100	F: -2	G: 4	H: 105
compound: COc1cc(C(=O)NCC2CCCO2)ccc1OCc1ccccc1 (stereo unspecified)
  A: 109	B: 3	C: 9	D: 9	E: 103	F: -1	G: -1	H: 103
compound: Cc1cn([C@H](C(=O)NCCCCCCCCCCC(=O)N2CCN(C(=O)OC(C)(C)C)CC2)[C@@H](C)O)nn1
  A: 102	B: 0	C: 8	D: -13	E: 99	F: -13	G: -3	H: 104
compound: COc1ccc(N/C(C)=C2/C(=O)C(=O)N(CCO)C2c2ccc(Br)cc2)cc1 (stereo unspecified)
  A: 118	B: -4	C: -7	D: 5	E: 96	F: 0	G: 8	H: 103
compound: CC(C)C[C@H](NC(=O)OC(C)(C)C)C(=O)N[C@@H](CO)[C@H](O)[C@@H]1C[C@@H]1C(=O)N(C)C
  A: 92	B: 13	C: 20	D: 5	E: 99	F: -11	G: 1	H: 102
compound: Cc1cccc(N2CCCC2=Nc2ccc(Br)cc2C#N)c1
  A: 102	B: -11	C: -7	D: -7	E: 102	F: -12	G: 6	H: 100
compound: CC(NC(=O)c1cc2cc(F)ccc2[nH]1)c1ccccc1 (stereo unspecified)
  A: 100	B: 2	C: 9	D: 7	E: 93	F: 8	G: 53*	H: 125
compound: Cc1cc(=O)[nH]c(SCC(=O)C23CC4CC(CC(C4)C2)C3)c1C#N
  A: 99	B: 0	C: -1	D: 7	E: 98	F: -3	G: 2	H: 120
compound: COC(=O)c1ccc(C(=O)OC)c(NC(=O)CCC(=O)O)c1
  A: 112	B: 6	C: 8	D: 6	E: 101	F: 7	G: -1	H: 100
compound: CC(=O)N1CCN(C(=O)c2ccc(-n3c(C)ccc3C)cc2)CC1
  A: 110	B: 3	C: 6	D: -3	E: 105	F: 15	G: 0	H: 99
compound: CCOc1ccc(CN(C)CC(=O)Nc2ccc(N3CCOCC3)cc2)cc1OC
  A: 97	B: 6	C: 3	D: 0	E: 101	F: -18	G: 21	H: 89
compound: CCOC(=O)OC(C)OC(=O)[C@@H]1N2C(=O)[C@@H](NC(=O)[C@H](N)c3ccccc3)[C@H]2SC1(C)C (stereo partly specified)
  A: 102	B: 9	C: -8	D: 0	E: 103	F: 7	G: -2	H: 110
compound: COc1ccc(-c2csc(N3CCOCC3)n2)cc1OC
  A: 97	B: -4	C: 1	D: 2	E: 92	F: -6	G: 27	H: 95
compound: N#CCCN(C(=O)COC(=O)/C=C/c1cccs1)c1ccccc1
  A: 94	B: -3	C: .	D: 7	E: 95	F: .	G: 1	H: 92
compound: COc1cccc(C(=O)NCCN2C(=O)S/C(=C/c3cccs3)C2=O)c1OC
  A: 101	B: -3	C: -5	D: 4	E: 105	F: 8	G: 0	H: 98
compound: O=C(Cn1cnc2ccc(Br)cc2c1=O)c1cccs1
  A: 109	B: 8	C: 10	D: 8	E: 104	F: 11	G: 2	H: 114
compound: CCOc1ccc(NS(=O)(=O)c2ccc(NC(=S)NC(=O)CC(C)C)cc2)cc1
  A: 103	B: -1	C: 9	D: -7	E: 105	F: -14	G: 2	H: 105
compound: O=C1CN(c2nc3ccccc3n3cnnc23)CC(=O)N1CCc1ccccc1
  A: 104	B: -2	C: 10	D: 2	E: 101	F: -1	G: -5	H: 109
compound: O=C(COC(=O)COc1ccccc1F)Nc1cccc(S(=O)(=O)N2CCCCC2)c1
  A: 85	B: 5	C: .	D: 5	E: 91	F: .	G: 0	H: 87
compound: c1ccc(CN2CCCC3(CCCN(Cc4nc(CC5CC5)no4)C3)C2)cc1 (stereo unspecified)
  A: 101	B: 1	C: 9	D: 4	E: 106	F: -8	G: 0	H: 96
compound: CS(=O)(=O)c1ccc(Cl)c(NC(=O)COC(=O)c2c(Cl)cccc2Cl)c1
  A: 94	B: 6	C: 1	D: 10	E: 90	F: -2	G: -1	H: 91
compound: Cc1ccc(C(=O)NCCN2CCCC2)cc1
  A: 91	B: 5	C: -12	D: -10	E: 102	F: -7	G: 1	H: 92
compound: Cc1ccc(NC(=O)COC(=O)C2CC3C=CC2C3)cc1S(=O)(=O)N1CCCCC1 (stereo unspecified)
  A: 95	B: -3	C: 5	D: 11	E: 102	F: 2	G: -2	H: 97
compound: CCCC(OC(=O)CC1Sc2ccccc2NC1=O)C(=O)NCc1ccco1 (stereo unspecified)
  A: 98	B: 3	C: 0	D: -9	E: 98	F: 8	G: -2	H: 95
compound: COc1cc(OC)nc(S(C)(=O)=O)n1
  A: 99	B: 8	C: -6	D: 5	E: 101	F: -2	G: -1	H: 80
compound: CN1CCN(C(=S)C(=O)NCc2ccccc2)CC1
  A: 105	B: 1	C: -5	D: -8	E: 101	F: -9	G: 1	H: 105
compound: Cn1c2ccccc2c2n[nH]c(=O)nc21
  A: 100	B: 17	C: 14	D: 1	E: 97	F: 11	G: -2	H: 107

Screening data deposited in PubChem BioAssay by several laboratories.
